# GDH-TPI inh: GDH-TPI coupled enzyme inhibition counter-screen | 360,000 tested, 1.2% active | inhibition, % at 4.8 µM | GDH-TPI coupled enzyme counterscreen, NADH absorbance;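 further: 0% = DMSO wells and 100% = wells lacking the enzyme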
# Mtb BioA inh: blocks M. tuberculosis BioA enzyme activity | 360,000 tested, 0.096% active | AID 602481 | purified M. tuberculosis BioA enzyme, plate reader | inhibition, % at 9.99 µM; in the data active means inhibition above about 40%; inconclusive means no clear call, values can overlap the other calls
# UGM FP inh: blocks M. tuberculosis UGM enzyme | P9WIQ1 | purified UGM, fluorescence polarization probe displacement | inhibition, % at 10 µM | 320,000 tested, 0.06% active; in the data active means inhibition above about 10%, passing the limit was not always enough; inconclusive means no clear call, values can overlap the other calls
# Target sequence (P9WIQ1 whole entry, looked up): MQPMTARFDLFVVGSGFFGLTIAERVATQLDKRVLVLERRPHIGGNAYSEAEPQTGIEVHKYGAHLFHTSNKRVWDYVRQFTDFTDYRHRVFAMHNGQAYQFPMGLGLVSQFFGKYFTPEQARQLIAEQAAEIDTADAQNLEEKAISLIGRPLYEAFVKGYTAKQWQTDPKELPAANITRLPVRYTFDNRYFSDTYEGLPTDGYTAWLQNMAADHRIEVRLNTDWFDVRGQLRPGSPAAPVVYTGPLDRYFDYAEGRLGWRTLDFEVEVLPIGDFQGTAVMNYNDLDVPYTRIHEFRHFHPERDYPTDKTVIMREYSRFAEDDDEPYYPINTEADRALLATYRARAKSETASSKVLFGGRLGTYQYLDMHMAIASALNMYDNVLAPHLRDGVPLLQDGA
# BoNT-F LC inh: BoNT F light chain protease inhibition; 360,000 tested, 0.22% active; Multiplex microsphere protease cleavage assay, flow cytometry; inhibition, % at 10 µM; in the data active means inhibition above about 35%, passing the limit was not always enough; inconclusive means no clear call, values can overlap the other calls; further: plate controls were buffer without enzyme for full effect and enzyme alone for no effect
# PrPC TRFRET: cell surface PrPC inhibition, primary TR-FRET screen | P04156 | TR-FRET read-out | inhibition, % at 13.8 µM | 370,000 tested, 0.43% active | AID 720596; in the data active means inhibition above about 24%; further: 0% = median of the test wells and 100% = reference compound wells
# Mtb FBA inh: inhibits M. tuberculosis FBA enzyme; purified M. tuberculosis FBA, fluorescence read-out; inhibition, % at 1 µM; 360,000 tested, 2.3% active; in the data active means inhibition above about 27%;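 further: 0% = vehicle and 100% = reference inhibitor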
# Target sequence (P9WQA3 whole entry, looked up): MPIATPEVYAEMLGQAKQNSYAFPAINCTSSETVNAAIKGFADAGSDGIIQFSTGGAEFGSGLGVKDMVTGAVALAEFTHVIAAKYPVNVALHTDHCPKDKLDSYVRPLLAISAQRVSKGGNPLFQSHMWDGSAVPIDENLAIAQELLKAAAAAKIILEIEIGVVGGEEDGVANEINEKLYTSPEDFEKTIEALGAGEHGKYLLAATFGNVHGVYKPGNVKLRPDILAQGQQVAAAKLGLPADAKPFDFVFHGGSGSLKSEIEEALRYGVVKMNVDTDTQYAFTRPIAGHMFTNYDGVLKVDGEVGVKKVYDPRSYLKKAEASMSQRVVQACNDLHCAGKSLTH
# CCHFV vOTU inh: blocks the CCHF virus ovarian tumor domain protease | 370,000 tested, 0.55% active | CCHFV vOTU protease, Pep-AMC fluorescence | inhibition, % at 11.5 µM; further: 0% = vehicle wells with enzyme and 100% = no enzyme wells
# BoNT A protease: BoNT A light chain protease inhibition; multiplex microsphere protease substrate cleavage, flow cytometry; inhibition, % at 10 µM; 360,000 tested, 0.17% active; AID 588499; in the data active means inhibition above about 30%; inconclusive means no clear call, values can overlap the other calls; further: plate controls were buffer without enzyme for full effect and enzyme alone for no effect
# FadD28 FP inh: inhibitors of Mycobacterium tuberculosis FadD28 bisubstrate binding | FadD28 bisubstrate probe binding, fluorescence polarization | 360,000 tested, 0.22% active | inhibition, % at 12.5 µM | AID 588549; in the data active means inhibition above about 8.5%, passing the limit was not always enough; inconclusive means no clear call, values can overlap the other calls
# The depositor's hits bear a star; ? = inconclusive; / = no result given; & = joins results of further samples. Unless noted, no stated cut-off is given here; in the data, active means inhibition above about 30%; inactive means the rest.
SMILES	GDH-TPI inh	PrPC TRFRET	Mtb FBA inh	BoNT A protease	FadD28 FP inh	BoNT-F LC inh	Mtb BioA inh	UGM FP inh	CCHFV vOTU inh
O=C(Nc1cnn(Cc2ccc(Cl)cc2Cl)c1)c1cc(-c2cccs2)on1	5	5	-1	0.5	-1.6	-9	/	1.3	-9
Cc1nc2c([nH]c3ccccc32)c(=O)n1N	7	0	5	0.5	-1.6	-5	-0.9	-0.8	11
O=C(N/N=C/c1cccs1)C(=O)N1CCCC1	1	0	1	0.3	-0.8	6	/	1.0	-2
CCOC(=O)c1cccc(C2=C(CNC(=O)c3ccc([N+](=O)[O-])cc3)[C@H]3CC[C@@H](C2)N3Cc2ccccc2)c1	-13	-18	-2	-0.4	-5.6	-3	-1.3	/	-1
Cc1ccc(C(=O)NC(=S)N2CCN(c3cc(C)ccc3C)CC2)cc1	6	2	1	-0.6	0.6	-12	-0.9	2.2	15
O=C1NCCCC1C(=O)Nc1ccccn1 (stereo not drawn)	-7	5	6	-2.4	0.2	24	-0.7	-2.1	1
CCc1ccccc1NC(=O)NCc1ccccn1	-1	2	-1	0.4	-2.6	-9	-1.1	-4.1	-7
O=C(c1ccc2c(=O)n(Cc3ccco3)c(=S)[nH]c2c1)N1CCN(c2ccccc2)CC1	8	4	4	0.8	-3.2	1	0.2	0.0	1
CC1(C(=O)O)CCCN(C(=O)c2ccc(F)cc2Cl)C1 (stereo not drawn)	5	-4	-2	0.0	0.4	0	0.0	/	5
N#Cc1cnn2c(=O)[nH]cnc12	6	12	6	0.3	-0.9	-4	-0.2	/	-3
O=C(Cc1cccs1)Nc1nc2c(ccc3ccccc32)s1	-1	12	2	0.6	-4.4	-7	/	2.9	-2
COc1cc(NC(=O)c2ccc(-c3cccc(F)c3)o2)ccc1NC(=O)c1ccccc1Cl	18	-1	4	0.1	-2.3	-3	-0.3	-3.4	14
O=C(CCl)NNC(=O)c1c(O)c2ccccc2[nH]c1=O	10	1	-3	0.0	-0.6	-8	-0.7	1.9	1
CC(=O)Nc1c(C(=O)O)ccc(C)c1OCc1ccccc1	7	6	-1	-0.8	-0.8	-4	-2.1	/	2
CCN(C(=O)COC(=O)c1cc(-c2cccc3ccccc23)nc2ccccc12)C1CCS(=O)(=O)C1 (stereo not drawn)	12	-3	1	3.0	-3.7	-6	/	0.0	8
Cc1nsc(Nc2ccc([N+](=O)[O-])cc2)c1C#N	17	-6	-1	0.4	-3.5	1	-1.9	0.0	-15
CC(C)n1nnnc1SCC(=O)N1CCN(Cc2ccc3c(c2)OCCO3)CC1	0	-5	0	0.6	/	-3	-0.5	-0.5	-4
O=C(NCc1ccc(F)cc1F)[C@@H]1CCCN1C(=O)[C@@H]1CCCN1C(=O)c1cccc2ccccc12	/	-3	/	-0.2	/	1	/	/	10
Cc1nc(C(F)(F)F)ccc1C(=O)NCC(O)c1ccccc1 (stereo not drawn)	8	1	1	2.3	/	-7	-4.2	1.8	-12
COCOC1CCC2C3CCC4=CC(=O)CCC4=C3C=CC12C (stereo not drawn)	8	-1	6	-0.6	-0.6	5	-4.2	/	-5
Cc1ccc(N2C(=O)c3n[nH]c(C)c3C2c2cccnc2)cc1 (stereo not drawn)	0	4	2	0.3	-3.8	5	0.7	-1.2	8
Cc1ccc(CNC(=O)C(=O)NCCC2CCCCN2S(=O)(=O)c2ccccc2)cc1 (stereo not drawn)	2	-6	1	3.2	-1.7	-6	-1.2	1.2	-13
Cc1cccc(NC(=O)c2ccc(S(=O)(=O)N(C)c3ccccc3)cc2)n1	2	-4	-1	-0.4	-2.1	1	-1.9	-2.0	-13
C=CCn1c(SCC(=O)NC2CCCC2)nc2scc(-c3ccco3)c2c1=O	-5	18	-2	1.4	-3.7	0	0.1	-0.4	3
CSC1=NC(=O)/C(=C/c2ccc(SC)cc2)S1	14	1	2	-0.3	-2.1	1	/	2.8	12
Cc1c(C(=O)N/N=C/c2ccncc2)no[n+]1[O-]	5	-7	3	-2.8	-2.0	-13	-0.2	0.6	-1
Cc1cccc(NC(=O)CSc2nc3ccc(N4C(=O)c5ccccc5C4=O)cc3s2)c1C	-2	-3	-1	-0.4	-4.0	-8	-1.2	0.4	3
O=C(C1=C(Nc2ccccc2)c2ccccc2S(=O)(=O)N1)c1ccccc1	7	-6	-4	-0.8	1.6	-3	/	1.8	5
Cc1ccc(S(=O)(=O)N2CCCCCC2)cc1C(=O)NCc1ccccn1	4	7	2	-1.6	-0.7	-2	0.8	-1.7	7
Nc1ncc(Br)cc1S(=O)(=O)N1CCCCCC1	15	3	0	1.3	-0.1	18	4.3	-1.3	-9
CCOC(=O)c1c(/N=C/N(C)C)sc(C(=O)OC)c1C	25	-3	-1	0.1	-2.5	-6	5.7	0.8	9
Cc1ccc(NC(=S)N(CCN2CCOCC2)Cc2cc3cc4c(cc3[nH]c2=O)OCCO4)cc1	12	1	16	0.3	-5.8	0	1.4	0.1	-4
O=C(CCC(=O)c1ccc(F)cc1)Nc1cccc(Br)c1	2	4	0	-1.3	/	9	-0.6	-1.3	1
COc1cc2sc3ccc(C#Cc4ccccn4)cc3c(=O)c2cc1OC	3	3	16	0.9	-6.3	-5	-1.1	-3.2	-10
Cc1cc(C)nc(NC(=O)CSc2nccc(C)n2)n1	-4	-1	0	-0.5	-0.7	1	0.7	1.1	1
Cc1ccc(OCC(=O)Nc2ccc(CN3CCCCC3)cc2)c(C)c1	2	2	4	0.9	-2.5	3	/	-2.1	1
COc1ccc(-c2cc3nc(C)c(CCC(=O)NCc4ccco4)c(C)n3n2)c(OC)c1	4	-1	18	-0.6	-6.8	0	1.7	0.7	-13
COc1ccc([C@@H]2[C@@H]3C(=O)N(C(C)(C)C)C(=O)[C@@H]3[C@]3(C)C(=O)N(c4ccc(C)cc4)C(=O)N23)cc1	5	-5	0	-0.7	-1.2	-3	-1.1	1.0	6
O=C(Nc1ccon1)c1nc[nH]c1C(=O)N1CCc2ccccc2C1	15	1	7	-0.1	0.6	3	-2.3	0.6	-10
Cc1ccc(NC(=O)CS(=O)c2ccccc2N)c(C)c1 (stereo not drawn)	-5	5	1	1.0	-3.9	-6	-1.7	-0.3	5
CCN=C1SC(CC(=O)Nc2ccccc2)C(=O)N1CC (stereo not drawn)	8&5	4&-1	0&4	-0.2&-3.3	0.3	-1&-60	-2.7&0.1	-1.1	0&12
CCOC(=O)C1=C(COC(=O)/C=C/c2ccc(Cl)cc2)NC(=O)NC1C (stereo not drawn)	2	-4	0	3.1	-0.9	14	-0.8	3.3	10
CCO[C@H]1OC(C(=O)NCc2ccccc2)=C[C@@H](C2CCCCC2)[C@@H]1CCCO	-9	5	1	-0.3	-4.1	-7	-0.7	1.8	5
N/C(=N\OC(=O)c1ccccc1[N+](=O)[O-])c1ccccn1	0	-21	2	-0.6	-0.8	-1	0.6	-0.8	-6
Cc1ccccc1C(=O)NC1CCN(C(=O)NCc2ccccc2)CC1	10	7	3	-3.1	/	-6	-4.7	-2.0	-4
CC(C)CC1Nc2ncnc(N3CCN(c4ccccn4)CC3)c2N(Cc2ccc(Br)cc2)C1=O (stereo not drawn)	20	-1	9&-2	0.8&-1.2	-0.8&-3.4	3&-15	-3.4&1.3	-4.3	2
Cc1ccc[n+](CC(=O)c2ccc(Br)cc2)c1C	8	-1	1	-2.9	-1.8	?	-0.8	-1.1	-8
CCCNC(=O)C1(S(=O)(=O)c2ccccc2)CC=CC1	10	3	1	0.3	-1.6	-7	1.0	?	2
CC(C)OP(=O)(c1ccc(N(C)C)cc1)C(O)c1ccc(N(C)C)cc1 (stereo not drawn)	1	7	0	1.9	-1.0	-13	-2.8	1.0	-14
Cc1ccc(C(=O)N2CCN(c3ccc(C(F)(F)F)cn3)CC2)cc1	0	-1	4	-1.1	-3.8	-20	-1.2	0.1	8
COc1ccc(COC(=O)C2=C(C)NC(=O)NC2c2ccc(OC)c(OC)c2)cc1 (stereo not drawn)	17	-2	2	/	-1.5	/	1.4	1.6	5
COC(=O)c1ccc2c(=O)n(CCCN3CCOCC3)c(=S)[nH]c2c1	11	-8	-2	0.3	-0.4	4	3.9	4.6	-13
Cc1ccc(C(=O)Nc2ccccc2C(=O)N2CCCC2)cc1[N+](=O)[O-]	9	9	-1	-0.9	1.3	-5	/	2.2	-1
Clc1ccc(-c2csc(N3CCc4ccccc4C3)n2)cc1	-7	-1	0	-1.7	-3.5	-24	-0.4	-0.4	9
CCCOc1ccc(N2CC(C(=O)Nc3ccccc3F)CC2=O)cc1 (stereo not drawn)	-3	0	0	-0.3	-1.4	-2	0.4	1.5	21
Cc1sc(NC(=O)CCCCC(=O)Nc2sc(C)c(C)c2C(=O)O)c(C(=O)O)c1C	11	-5	1	-1.0	-0.2	-10	/	1.5	3
Cc1nc2c3c4c(sc3n3c(SCC(=O)NCc5ccco5)nnc3n2n1)COC(C)(C)C4	0	3	1	1.3	-2.0	19	-2.1	/	5
CCOC(=O)COc1cc(-n2c(=S)[nH]c3ccccc3c2=O)c(Cl)cc1Cl	22	-2	3	0.0	-1.7	1	/	0.1	-5
COc1cc(/C=C/C(=O)NCCN2CCOCC2)cc(OC)c1OC	7	1	19	-0.3	-0.6	-6	/	-0.5	-17
Nc1nc(SCC(=O)NC2CCCCCC2)[nH]c(=O)c1-c1ccccc1	10	1	2	-0.9	0.2	1	-0.2	-1.4	3

# The results go on.
SMILES	GDH-TPI inh	PrPC TRFRET	Mtb FBA inh	BoNT A protease	FadD28 FP inh	BoNT-F LC inh	Mtb BioA inh	UGM FP inh	CCHFV vOTU inh
CC(C)c1ccc(NC(=S)Nc2cccc3ccccc23)cc1	9	2	30*	0.8	-5.8	-8	-0.4	3.0	-15
N#CCC(=O)N/N=C\c1ccc(OC/C=C/c2ccccc2)cc1	9	4	3	2.7	-0.8	4	-1.4	-0.4	14
CC(C)OC(=O)c1cc2c(ccn2C)n1CC(=O)N1CCC(Cc2ccccc2)CC1	4	-1	3	-0.2	0.0	-16	0.3	1.4	14
Cn1cc(CN2CCCC(CO)C2)c(-c2ccc(Oc3ccccc3)cc2)n1 (stereo not drawn)	5	-6	-2	-0.2	0.0	-5	0.2	1.7	1
CCOC(=O)c1ccccc1NC(=O)c1cn(-c2ccc(OC)cc2)c(=O)c2ccccc12	8	-3	0	0.3	-3.3	0	-1.3	-2.4	2
COc1ccc(Br)cc1CNC(=O)CN1C(=O)C(c2ccccc2)Oc2cccnc21 (stereo not drawn)	19	6	-3	-0.6	-1.4	-5	-1.7	0.0	-8
Cc1cc(OC(C)C(=O)N(Cc2ccco2)C2CCS(=O)(=O)C2)cc(C)c1Cl (stereo not drawn)	5	/	1	-0.9	-1.1	-13	1.8	0.3	/
O=C(N/N=C/c1ccccc1C(=O)O)c1ccccc1Br	-3	17	1	-0.8	-1.2	-10	-1.8	-1.6	-7
COC(=O)c1ccccc1NC(=S)N1CCN(c2ccccn2)CC1	5	0	3	-0.8	-2.0	1	/	-1.5	-7
COc1ccc(CN(C(=S)Nc2ccccc2)C2CC(=O)N(c3ccc(Cl)cc3)C2=O)cc1 (stereo not drawn)	-1	-7	2	-0.8	-4.6	-13	0.2	2.8	6

# Record cards (already shown):
# Record of COc1ccc(CN(C(=S)Nc2ccccc2)C2CC(=O)N(c3ccc(Cl)cc3)C2=O)cc1 (stereo not drawn) : GDH-TPI inh = -1; PrPC TRFRET = -7; Mtb FBA inh = 2; BoNT A protease = -0.8; FadD28 FP inh = -4.6; BoNT-F LC inh = -13; Mtb BioA inh = 0.2; UGM FP inh = 2.8; CCHFV vOTU inh = 6
# Record of CCOC(=O)c1ccccc1NC(=O)c1cn(-c2ccc(OC)cc2)c(=O)c2ccccc12 : GDH-TPI inh = 8; PrPC TRFRET = -3; Mtb FBA inh = 0; BoNT A protease = 0.3; FadD28 FP inh = -3.3; BoNT-F LC inh = 0; Mtb BioA inh = -1.3; UGM FP inh = -2.4; CCHFV vOTU inh = 2
# Record of Cc1cc(OC(C)C(=O)N(Cc2ccco2)C2CCS(=O)(=O)C2)cc(C)c1Cl (stereo not drawn) : GDH-TPI inh = 5; PrPC TRFRET = /; Mtb FBA inh = 1; BoNT A protease = -0.9; FadD28 FP inh = -1.1; BoNT-F LC inh = -13; Mtb BioA inh = 1.8; UGM FP inh = 0.3; CCHFV vOTU inh = /
